Assay outcomes as filed in PubChem BioAssay.
Integrin act MD – qHTS for Activators of Integrin-Mediated Alleviation for Muscular Dystrophy | Potency, µM (series often up to 38.3 µM), inactives show at the top dose activation, actives largely listed as activators | 0.064% of 350,000 active | alpha7betagal myoblasts, beta-gal FDG fluorescence, 48 h | AID 624291, 2012;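 further: potency means the concentration at half of the fitted maximal effect; 100% = response of the positive control SU9516; nearly all actives have a fitted effect of over 60% in size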
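alpha7betagal+/- myoblasts (passage 13, 250/well) treated 48 h at 37C with compounds at 1:260 dilution of DMSO stock. Lysed, then beta-galactosidase activity read as FDG fluorescence (ex 480/em 540) after 30 min, with pre-read for autofluorescence.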
CXXC DNA block – qHTS Fluorescence Polarization Assay for Inhibitors of MLL CXXC domain - DNA interaction | 0.037% of 290,000 active | Potency, µM (top dose mostly 115 µM), for inactives: at the top dose activity change, negative = inhibition, usual class: inhibitors | Histone-lysine N-methyltransferase 2A (Homo sapiens), Q03164 | MLL-CXXC / FITC-HOXA9 DNA fluorescence polarization; active means well fitted inhibition curve with a large enough effect in the polarisation, with a control signal flat, not every such curve was filed as active; inconclusive means small, poorly fitted or top-dose-only effect, or effect the other way, or a change in a side signal; inactive means no such curve, though single readings can be large or run the other way; the % refers to the polarisation; further: potency means the concentration at half of the fitted maximal effect
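Purified MLL-CXXC (added from a 7 uM solution) was preincubated 5 min at ambient with pinned compounds in 50 mM Tris-HCl pH 7.5, 50 mM NaCl, 1 mM DTT, 0.05% BSA. Fluorescein-labeled HOX-A9 DNA (50 nM solution) followed, 30 min, then polarization read.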
TCR act – Activators of T cell receptors: qHTS campaign; 330,000 tested, under 10 active; primary human leukocytes, anti-CD3, IL-2 HTRF, 48 h; AID 504894, 2011; Potency, µM (highest dose often 9.22 µM), without a hit: at the top dose activation of IL-2 secretion, usual class: activators; further: % of control where 0% means no effect
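TCR engagement came from a-CD3 beads alone, with compounds added to primary human leukocytes for 48 hr. Secreted IL-2 bridged europium cryptate- and d2-labelled anti-IL-2 antibodies, giving FRET emission at 665nm after 320nm excitation.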
AT treatment – qHTS Assay for Identifying a Potential Treatment of Ataxia-Telangiectasia; […] A-T fibroblasts, KAP-1 phosphorylation AlphaLISA; neocarzinostatin DNA damage 30 min before lysis; Potency, µM (doses to about 57.5 µM), for inactives: top-dose activation, hits mostly activators; 0.19% of 320,000 active; AID 485349, 2010; further: potency means the concentration at half of the fitted maximal effect; % of control where 0% means no effect; nearly all actives have a fitted effect of over 45% in size
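ATM-like activity read as KAP-1 phosphorylation via AlphaLISA donor/acceptor antibody pairs after lysis and 6 hr at 25C. Cells were ATM-null patient fibroblasts ([…], hTERT), dosed 60 min, then exposed to the DSB inducer NCS for 30 min.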
TSG101-PTAP inh – qHTS Assay for Iinhibitors of HIV-1 Budding by Blocking the Interaction of PTAP/TSG101 | 340,000 tested, under 10 active | Potency, µM (series often up to 115 µM), for inactives: at the highest dose activity change, negative = inhibition, actives largely listed as inhibitors | Fluorescence polarization, FITC-PTAP peptide / Tsg101 binding; active means well fitted inhibition curve with a large enough effect in the main read-out, with a control signal flat, not every such curve was filed as active; inconclusive means small, poorly fitted or top-dose-only effect, or effect the other way, or a change in a side signal; inactive means no such curve, though single readings can be large or run the other way; further: potency means the concentration at half of the fitted maximal effect; % of control where 0% means no effect
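Compounds were pin-transferred onto Tsg101 binding domain (10 uM final) in HEPES pH 7.5 buffer, then FITC-PTAP peptide was added at 50 nM final. After 20 min at RT, polarization reported peptide displacement across a qHTS concentration series.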
TSHR antagonist – Antagonists of the Thyroid Stimulating Hormone Receptor: HTS campaign. AID 504810, 2011. TSHR-expressing cells, TSH-stimulated cAMP HTRF, 2 h; active compounds read low. activity change, negative = inhibition, % at 11.5 µM. Thyrotropin receptor (Homo sapiens), P16473. 0.2% of 330,000 active;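 active means activity change below a set negative limit, meaning inhibition stronger than a set level, cut at about -70% in these data; inconclusive means activity change between two set negative limits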; further: on the % scale 0 is the no-effect control and ±100 the full control effect
Target sequence (P16473 whole entry, looked up): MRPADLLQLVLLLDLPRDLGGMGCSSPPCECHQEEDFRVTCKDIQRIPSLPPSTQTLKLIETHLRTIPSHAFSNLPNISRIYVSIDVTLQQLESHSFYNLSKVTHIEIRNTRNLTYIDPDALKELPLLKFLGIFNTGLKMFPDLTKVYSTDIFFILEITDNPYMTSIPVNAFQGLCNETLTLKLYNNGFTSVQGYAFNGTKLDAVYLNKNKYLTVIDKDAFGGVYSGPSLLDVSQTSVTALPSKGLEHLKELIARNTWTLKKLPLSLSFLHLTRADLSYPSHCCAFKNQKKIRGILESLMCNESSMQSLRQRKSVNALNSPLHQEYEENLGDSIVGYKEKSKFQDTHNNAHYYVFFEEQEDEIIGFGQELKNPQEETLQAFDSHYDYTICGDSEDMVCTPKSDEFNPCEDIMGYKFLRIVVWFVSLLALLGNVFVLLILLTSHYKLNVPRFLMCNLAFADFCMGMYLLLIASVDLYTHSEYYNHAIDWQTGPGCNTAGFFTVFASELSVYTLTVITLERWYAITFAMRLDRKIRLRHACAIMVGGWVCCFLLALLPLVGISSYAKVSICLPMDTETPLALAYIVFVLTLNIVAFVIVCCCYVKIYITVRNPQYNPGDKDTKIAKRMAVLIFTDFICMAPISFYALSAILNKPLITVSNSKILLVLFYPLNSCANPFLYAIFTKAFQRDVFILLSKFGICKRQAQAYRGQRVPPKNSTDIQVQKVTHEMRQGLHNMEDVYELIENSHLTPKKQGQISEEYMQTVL
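TSHR-expressing cells were treated with compounds, then stimulated with TSH at EC80 (4nM final) for 2 hours at 37 deg C. Cellular cAMP was measured by HTRF competition between lysate cAMP and cAMP-d2 for a cryptate-labelled anti-cAMP antibody.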
Mito fusion yeast – qHTS Assay for Small Molecule Inhibitors of Mitochondrial Division or Activators of Mitochondrial Fusion. S. cerevisiae fusion-defective mutant growth rescue, CellTiterGlo 48 h. Potency, µM (highest dose often 46.1 µM), for inactives: at the highest dose growth rescue (activation), actives largely listed as activators. 0.23% of 320,000 active. AID 485298, 2010;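 further: potency means the concentration at half of the fitted maximal effect; % of control where 0% means no effect; nearly all actives have a fitted effect of over 45% in size; temperature-sensitive fusion mutants such as fzo1-1 at 37 °C on non-fermentable ethanol glycerol medium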
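Yeast fusion mutant, YPEG (non-fermentable carbon), compound, 48 h at 37C non-permissive; CellTiterGlo added, 10 min RT, luminescence read. Rescued growth = division inhibition.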
Menin MLL FP TR – qHTS Assay for Inhibitors Targeting the Menin-MLL Interaction in MLL Related Leukemias: Competition With Texas Red Labeled MLL-derived Mutant Peptide; Menin + Texas Red MLL mutant peptide, fluorescence polarization; Potency, µM (series often up to 61.6 µM), inactives show at the highest dose FP activity change, negative = inhibition, hits mostly inhibitors; 0.23% of 270,000 active; AID 1768, 2009; active means well fitted inhibition curve with a large enough effect in the polarisation, with a control signal flat, not every such curve was filed as active; inconclusive means small, poorly fitted or top-dose-only effect, or effect the other way, or a change in a side signal; inactive means no such curve, though single readings can be large or run the other way; the % refers to the polarisation; further: potency means the concentration at half of the fitted maximal effect; % of control where 0% means no effect; many of its hits are not listed in these tables
MBNL1-CUG inh – qHTS Assay for Inhibitors of MBNL1-poly(CUG) RNA binding; Muscleblind-like protein 1 (Homo sapiens), Q9NR56; TR-FRET MBNL1-His/biotin-(CUG)12 binding, 665/545 ratio; Potency, µM (titrated, usually from 57.5 µM), for inactives: at the highest dose activity change, negative = inhibition, hits mostly inhibitors; 0.036% of 280,000 active; AID 2675, 2010; active means well fitted inhibition curve with a large enough effect in the signal ratio, with a control signal flat, not every such curve was filed as active; inconclusive means small, poorly fitted or top-dose-only effect, or effect the other way, or a change in a side signal; inactive means no such curve, though single readings can be large or run the other way; the % refers to the signal ratio; further: potency means the concentration at half of the fitted maximal effect; on the % scale 0 is the no-effect control and ±100 the full control effect
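MBNL1-His + Biotin-(CUG)12, cpd titration 92 nM–58 uM; Tb anti-His Ab 0.055 ng/ul, SA-XL665 5 nM (final); 60 min RT; ratiometric 665/545 nm, Ex 340 nm; normalized to buffer and full-complex controls.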
ASM inhibitor – Inhibitors of Secretory Acid Sphingomyelinase (S-ASM): qHTS. Sphingomyelin phosphodiesterase (Homo sapiens), P17405. placental ASM, HMU-PC fluorogenic substrate, 60 min. Potency, µM (doses to about 57.5 µM), inactives show top-dose activity change, negative = inhibition, actives largely listed as inhibitors. 0.006% of 340,000 active. AID 504937, 2011; further: potency means the concentration at half of the fitted maximal effect
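qHTS format. ASM enzyme prepared from human placenta hydrolyses the fluorogenic substrate HMU-PC0 (9 uM final) over 60 min at 37 °C after a 10 min compound preincubation.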
An asterisk follows results filed as active; [ ] = remark or other dose. Unless noted, the call rests on the fitted dose curve; in most records, active means well fitted curve in the direction sought with a large enough effect; inconclusive means small, poorly fitted or top-dose-only effect, or another doubt; inactive means no such curve, though single readings can be large; an effect the other way counts as inactive or inconclusive.

Screening O=C(N/N=C\CCc1ccccc1)c1ccco1 returned Integrin act MD -7%, CXXC DNA block 6%, TCR act -6%[46.1 µM], AT treatment 1%, TSG101-PTAP inh -1%, TSHR antagonist 1, Mito fusion yeast -1%, Menin MLL FP TR -9%, MBNL1-CUG inh 0% and ASM inhibitor 0%.
Screening CCCC(C(=O)N1CCOCC1)N1C(=O)C2C3C=CC(C3)C2C1=O (configuration not stated) returned Integrin act MD 11%, CXXC DNA block -3%, TCR act 2%, AT treatment 14%, TSG101-PTAP inh -10%, TSHR antagonist -4, Mito fusion yeast -6%, Menin MLL FP TR 14%, MBNL1-CUG inh -14% and ASM inhibitor 1%.
Screening O=C(NCCN1CCCCC1)/C(=N\O)c1ccccc1 returned Integrin act MD 29%, CXXC DNA block 1%, TCR act 4%, AT treatment -3%, TSG101-PTAP inh -6%, TSHR antagonist -3, Mito fusion yeast 4%, Menin MLL FP TR 3%, MBNL1-CUG inh -5% and ASM inhibitor 3%.
`CN(C)CCCNC(=O)C(=O)NCC(c1cccs1)S(=O)(=O)c1ccc(F)cc1` (configuration not stated) gave Integrin act MD -3%, TCR act -4%, AT treatment 5%, TSG101-PTAP inh 1%, TSHR antagonist 15, Mito fusion yeast -8% and ASM inhibitor 5%.
O=C(Nc1ccccc1N1CCCCC1)C1CCN(S(=O)(=O)c2cccc(C(F)(F)F)c2)CC1 was read as Integrin act MD -7%, TCR act 5%, AT treatment 8%, TSG101-PTAP inh 1%, TSHR antagonist 2, Mito fusion yeast 3% and ASM inhibitor -4%.
For CCN1CCCc2cc(CN(CCN3CCOCC3)C(=O)Nc3ccc(C)c(C)c3)ccc21 the results were Integrin act MD -30%[inhibitor], CXXC DNA block -1%, TCR act -4%, AT treatment -3%, TSG101-PTAP inh -1%, TSHR antagonist -11, Mito fusion yeast -6%, Menin MLL FP TR -17%, MBNL1-CUG inh 20% and ASM inhibitor 2%.
Screening CSCCC(NS(=O)(=O)c1cccc(C(F)(F)F)c1)C(=O)Nc1ccccc1N1CCCC1 (configuration not stated) returned Integrin act MD -17%, TCR act -1%, AT treatment 1%, TSG101-PTAP inh -6%, TSHR antagonist 5, Mito fusion yeast -4% and ASM inhibitor -3%.
CNC(=S)NC(CC(=O)OC)c1ccc2c(c1)OCO2 (configuration not stated) was read as Integrin act MD -24%, CXXC DNA block -1%, TCR act 1%, AT treatment 1%, TSG101-PTAP inh -5%, TSHR antagonist -5, Mito fusion yeast 2%, Menin MLL FP TR 12%, MBNL1-CUG inh -5% and ASM inhibitor -1%.
O=C(CCN1CCOCC1)Nc1ccc2c(c1)CCC2 was read as Integrin act MD inconclusive, CXXC DNA block 2%, TCR act -10%, AT treatment 0%, TSG101-PTAP inh -2%, TSHR antagonist 5, Mito fusion yeast -3%, Menin MLL FP TR 13%, MBNL1-CUG inh 4% and ASM inhibitor 2%.
`Cc1cc(C)c2c(N)c(C(=O)c3ccc(Cl)cc3Cl)sc2n1` gave Integrin act MD 18%, CXXC DNA block 7%, TCR act 5%[46.1 µM], AT treatment -2%, TSG101-PTAP inh -7%, TSHR antagonist -16, Mito fusion yeast 16%, Menin MLL FP TR 21% and ASM inhibitor 1%.
For O=C(NC1CCCC1)C(c1ccc(O)cc1)N(CC1CCCO1)C(=O)C1COc2ccccc2O1 (configuration not stated) the results were Integrin act MD -7%, CXXC DNA block -2%, TCR act 1%, AT treatment -1%, TSG101-PTAP inh -6%, TSHR antagonist -3, Mito fusion yeast 1%, Menin MLL FP TR -15%, MBNL1-CUG inh 8% and ASM inhibitor -5%.
CC(/C=C/c1ccccc1)NC(N)=O (configuration not stated) was read as Integrin act MD 15%, CXXC DNA block -6%, TCR act 3%, AT treatment -1%, TSG101-PTAP inh -8%, TSHR antagonist 6, Mito fusion yeast 3%, Menin MLL FP TR -9%, MBNL1-CUG inh -5% and ASM inhibitor 5%.
CCOc1ccc(C(CC(=O)O)NC(=O)CCCOc2ccc(Cl)cc2C)cc1 (configuration not stated) was read as Integrin act MD -1%, CXXC DNA block 5%, TCR act -5%, AT treatment -6%, TSG101-PTAP inh -3%, TSHR antagonist 1, Mito fusion yeast 7%, Menin MLL FP TR 0%, MBNL1-CUG inh -8% and ASM inhibitor 3%.
CCc1nnc(NC(=O)c2ccc(S(=O)(=O)N3CCCC(C)C3)cc2)o1 (configuration not stated) was read as Integrin act MD -9%, CXXC DNA block -1%, TCR act 2%, AT treatment -3%, TSG101-PTAP inh -6%, TSHR antagonist 5, Mito fusion yeast -3%, Menin MLL FP TR inconclusive, MBNL1-CUG inh 4% and ASM inhibitor 3%.
`O=C(Cn1c(/C=C/c2ccccc2)nc2ccccc21)Nc1ccc(F)cc1` gave Integrin act MD -4%, CXXC DNA block 8%, TCR act 1%[46.1 µM], AT treatment 3%, TSG101-PTAP inh 0%, TSHR antagonist -8, Mito fusion yeast 9%, Menin MLL FP TR inconclusive, MBNL1-CUG inh 11% and ASM inhibitor 123%[activator].
COc1ccc(CNCc2cccc3ccccc23)cc1 was read as Integrin act MD -71%[inhibitor], CXXC DNA block 8%, AT treatment 0%, TSG101-PTAP inh -2%, TSHR antagonist -12, Mito fusion yeast -1%, Menin MLL FP TR -17%, MBNL1-CUG inh 8% and ASM inhibitor 2%.
`O=C(NCc1ccccc1)Nc1cccc2ccccc12` gave Integrin act MD -8%, CXXC DNA block -7%, TCR act 0%, AT treatment -1%, TSG101-PTAP inh -1%, TSHR antagonist 1, Mito fusion yeast -1%, Menin MLL FP TR -12%, MBNL1-CUG inh 10% and ASM inhibitor 4%.
`Cc1nn(-c2ccccc2)c(C)c1/C=N/NC(=O)c1cc(C2CC2)[nH]n1` gave Integrin act MD -23%, CXXC DNA block 2%, TCR act -4%, AT treatment -4%, TSG101-PTAP inh 0%, TSHR antagonist -7, Mito fusion yeast 0%, Menin MLL FP TR 7%, MBNL1-CUG inh -4% and ASM inhibitor -2%.
Screening O=C1CC(NCCC2=CCCCC2)C(=O)N1c1cccc(Cl)c1Cl (configuration not stated) returned CXXC DNA block -17%, AT treatment -7%, TSHR antagonist 0, Mito fusion yeast 1%, Menin MLL FP TR -4% and MBNL1-CUG inh 0%.
Cc1occc1-c1nnc(SCC(=O)Nc2ccc3c(c2)OCO3)n1CC1CCCO1 (configuration not stated) was read as Integrin act MD 13%, CXXC DNA block -1%, TCR act -2%, AT treatment 0%, TSG101-PTAP inh -10%, TSHR antagonist 3, Mito fusion yeast 0%, Menin MLL FP TR -1%, MBNL1-CUG inh 6% and ASM inhibitor 1%.
For CCn1cc(C(=O)O)c(=O)c2cc(F)c(N3CCN(C(=S)NC(=O)c4c(OC)cccc4OC)CC3)cc21 the results were Integrin act MD 3%, CXXC DNA block -3%, TCR act 1%, AT treatment 4%, TSG101-PTAP inh -3%, TSHR antagonist -7, Mito fusion yeast -2%, Menin MLL FP TR 13%, MBNL1-CUG inh -3% and ASM inhibitor -1%.

Looked up by structure from the list above, 2 records:
Cc1occc1-c1nnc(SCC(=O)Nc2ccc3c(c2)OCO3)n1CC1CCCO1 (configuration not stated) was read as Integrin act MD 13%, CXXC DNA block -1%, TCR act -2%, AT treatment 0%, TSG101-PTAP inh -10%, TSHR antagonist 3, Mito fusion yeast 0%, Menin MLL FP TR -1%, MBNL1-CUG inh 6% and ASM inhibitor 1%.
`Cc1nn(-c2ccccc2)c(C)c1/C=N/NC(=O)c1cc(C2CC2)[nH]n1` gave Integrin act MD -23%, CXXC DNA block 2%, TCR act -4%, AT treatment -4%, TSG101-PTAP inh 0%, TSHR antagonist -7, Mito fusion yeast 0%, Menin MLL FP TR 7%, MBNL1-CUG inh -4% and ASM inhibitor -2%.

A portion of the library, so the mix of outcomes need not match the whole.
